From PubChem BioAssay
DAX1 inh-1: DAX1 (NR0B1) inhibition, primary screen; 370,000 tested, 1.1% active; inhibition, % at 6.8 µM; AID 652010; HEK293T StAR-luciferase reporter, SF-1/DAX-1 repression relief;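 active = inhibition above the mean over all tested compounds plus 3 SD, cut at about 3.6% in these data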;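 note: 0% = DAX-1 cells with DMSO and 100% = cells lacking DAX-1 with DMSO; higher inhibition means more luminescence from relief of DAX-1 repression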
hgDAF12 agonist: activates the H. glycines DAF-12 receptor ligand-binding domain | HEK293 GAL4-hgDAF12 UAS-luciferase reporter, agonist luminescence; normalized to butyrate control | activation, % at 6.8 µM | 370,000 tested, 1.8% active | AID 687014;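 active = activation above a cutoff set at the mean of all screened compounds plus 3 SD, cut at about 10% in these data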;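 note: 0% = DMSO wells and 100% = sodium butyrate wells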
ssDAF12 agonist: activators of S. stercoralis DAF-12 nuclear receptor; activation, % at 6.8 µM; 370,000 tested, 1% active; AID 652126; HEK293 ssDAF-12/GRIP1 lit1-tk-luc reporter, luminescence; % of 3 µM dafachronic acid response;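 active = activation above the mean over all tested compounds plus 3 SD, cut at about 0.9% in these data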;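 note: 0% = DMSO-only wells and 100% = 3 µM delta7-dafachronic acid wells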
NPR1 activator: GC-A (human) enzyme activation; P16066; HEK293 GC-A cells, cGMP TR-FRET, EC30 ANP; 0% at EC30 ANP, 100% saturating ANP; AID 1671463; 370,000 tested, 0.14% active; activation, % at 10 µM; in the data active = activation above about 40%
Target sequence (P16066 whole entry, looked up): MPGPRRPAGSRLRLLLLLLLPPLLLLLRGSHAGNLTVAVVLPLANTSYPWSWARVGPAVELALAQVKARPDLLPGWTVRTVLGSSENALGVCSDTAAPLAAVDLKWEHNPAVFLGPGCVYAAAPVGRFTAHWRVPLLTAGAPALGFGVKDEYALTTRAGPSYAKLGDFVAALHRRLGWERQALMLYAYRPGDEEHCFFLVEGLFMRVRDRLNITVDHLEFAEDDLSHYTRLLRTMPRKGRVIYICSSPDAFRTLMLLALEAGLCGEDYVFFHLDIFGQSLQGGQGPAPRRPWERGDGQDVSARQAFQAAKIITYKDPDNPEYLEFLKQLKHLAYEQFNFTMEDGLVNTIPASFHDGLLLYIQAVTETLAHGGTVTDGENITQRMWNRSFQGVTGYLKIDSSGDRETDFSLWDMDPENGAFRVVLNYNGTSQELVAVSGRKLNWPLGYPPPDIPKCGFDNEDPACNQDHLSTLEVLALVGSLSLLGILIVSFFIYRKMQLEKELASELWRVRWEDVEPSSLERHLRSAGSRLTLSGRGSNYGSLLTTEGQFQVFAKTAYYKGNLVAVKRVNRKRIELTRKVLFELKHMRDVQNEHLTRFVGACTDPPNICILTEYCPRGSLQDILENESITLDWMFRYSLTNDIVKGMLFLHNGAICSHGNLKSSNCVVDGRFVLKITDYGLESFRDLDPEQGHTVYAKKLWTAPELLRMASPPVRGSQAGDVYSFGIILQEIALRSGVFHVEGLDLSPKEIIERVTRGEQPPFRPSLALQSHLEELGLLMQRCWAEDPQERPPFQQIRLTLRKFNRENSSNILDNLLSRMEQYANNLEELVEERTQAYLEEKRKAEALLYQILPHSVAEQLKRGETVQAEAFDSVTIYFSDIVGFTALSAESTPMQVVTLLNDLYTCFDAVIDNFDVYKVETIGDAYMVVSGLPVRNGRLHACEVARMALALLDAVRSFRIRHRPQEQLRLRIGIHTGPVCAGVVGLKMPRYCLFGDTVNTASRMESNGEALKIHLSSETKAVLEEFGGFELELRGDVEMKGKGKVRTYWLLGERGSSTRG
NPR2 activator: GC-B (human) receptor activation; 370,000 tested, 0.11% active; HEK293-GC-B cells, CNP EC30, cGMP TR-FRET; 0% at EC30 CNP, 100% saturating CNP; activation, % at 10 µM;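 active = activation at 10 µM reaching about 35% in either raw or pattern-adjusted values, limit read from the data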
sPLA2-III inh: Blocks human group III sPLA2 activity; AID 743126; Q9NZ20; 370,000 tested, 0.56% active; QFRET BODIPY PC-A2 liposome hydrolysis, fluorescence; inhibition, % at 12.2 µM;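 active = inhibition above mean plus 3 SD of compounds lying within the high and low control bounds, cut at about 19% in these data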;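 note: 0% = median of test compound wells and 100% = no enzyme DMSO wells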
SMARCA2 activ: activators of SMARCA2 function | 370,000 tested, 1% active | MG213 cells, MMTV-luciferase reporter, dexamethasone, overnight | activation, % at 9.1 µM | AID 652017; in the data active = activation above about 7.8%;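 note: 0% = vehicle wells and 100% = reference activator wells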
DAX1 inh-2: inhibits human nuclear receptor DAX1; P51843; HEK293 Gal4-DAX1 luciferase reporter, luminescence; inhibition, % at 6.75 µM; 340,000 tested, 0.99% active; AID 504766;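 active = inhibition above the mean over all tested compounds plus 3 SD, cut at about 4.2% in these data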;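 note: 0% = DAX1-transfected cells with DMSO and 100% = empty-vector control cells with DMSO; inhibition shows as a rise in luminescence from relieved DAX1 repression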
hcDAF12 agonist: activators of H. contortus DAF-12 nuclear receptor | HEK293 hcDAF-12 lit1-tk-luc reporter, luminescence; 0% DMSO, 100% Δ7-dafachronic acid | activation, % at 6.8 µM | 370,000 tested, 1.4% active;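 active = activation above the mean of all tested compounds plus 3 SD, cut at about 5.5% in these data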;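 note: 100% = response to 3 µM Δ7-dafachronic acid high control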
ADAM10 inh: inhibits human ADAM10; O14672; recombinant ADAM10, EDANS/DABCYL FRET peptide cleavage, 3 h; inhibition, % at 7 µM; 370,000 tested, 0.62% active; AID 720582;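 active = inhibition above a per-campaign cutoff equal to the mean of compounds falling between control-based bounds plus 3 SD, cut at about 20% in these data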;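 note: 0% = DMSO wells while the 100% control is not disclosed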
FXN GAA850 act: frataxin GAA850 promoter activation. HEK293 lucGAA850 FXN promoter luciferase reporter, 24 h; percent of 10 µM SAHA response. activation, % at 6 µM. 360,000 tested, 0.56% active. AID 540364;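 active = activation above the average of all compounds screened plus 3 SD, cutoff fixed separately per campaign, cut at about 7.5% in these data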;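 note: 0% = DMSO wells and 100% = 10 µM SAHA wells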
* hit, by the source's call; . = no result given.

Structure | DAX1 inh-1 | hgDAF12 agonist | ssDAF12 agonist | NPR1 activator | NPR2 activator | sPLA2-III inh | SMARCA2 activ | DAX1 inh-2 | hcDAF12 agonist | ADAM10 inh | FXN GAA850 act
CC1(C(=O)NS(=O)(=O)c2ccccc2Cl)CCN1C(=O)Cc1ccccc1Cl (configuration not stated) | -0.2 | 0.3 | -0.7 | -2 | -4 | -2 | -6 | . | -2.3 | -5 | -2.3
CCc1ccc(S(=O)(=O)N/N=C\c2ccc([N+](=O)[O-])o2)cc1 | -1.9 | -0.9 | -0.9 | 2 | 9 | 0 | -4 | 0.3 | -0.7 | -11 | 1.0
O=C(CCCCCn1c(=S)[nH]c2cc3c(cc2c1=O)OCO3)NCCc1ccccc1 | 2.9 | 0.4 | -1.4 | -9 | -8 | 13 | -1 | 0.7 | -1.1 | 4 | 2.6
Cn1c(=O)n(CC(=O)O)c(=O)c2c1nc1n2CCCN1CCc1ccccc1 | -0.2 | -0.3 | -0.8 | 2 | -2 | 8 | -2 | 1.3 | -0.7 | 2 | 2.0
CCCN(CC(=O)Nc1ccccc1OC)C(=O)Cn1c(=O)oc2ccccc21 | -0.7 | 1.2 | 0.1 | -3 | -3 | -2 | -1 | 1.8 | 2.5 | -4 | 0.2
CC(=N)c1c(O)cc(C)oc1=O | -0.5 | 1.5 | -1.0 | -3 | -2 | 0 | -2 | 1.0 | 0.6 | 4 | -0.7
O=C(CCNC(=O)c1ccccc1)OCC(=O)c1cccc(Cl)c1 | 1.8 | 0.8 | -1.0 | 3 | 3 | 4 | -3 | 1.8 | 0.1 | -3 | 0.8
CC(=O)c1sc(-c2ccccc2)nc1C | 2.1 | 1.6 | -1.3 | -1 | -1 | -5 | 0 | 1.4 | -0.6 | -4 | -0.5
CCCCc1cc(=O)oc2cc(OCC(=O)N(CC)CC)ccc12 | -0.7 | -2.1 | -0.5 | 3 | 4 | 2 | 1 | -0.4 | -2.9 | -146 | 0.3
COc1ccc(CNC(=O)c2sc3nc4c(c(C(F)(F)F)c3c2N)CCC4)cc1OC | 0.2 | -0.1 | -1.0 | 6 | -3 | -5 | -2 | -1.1 | -2.5 | 9 | 0.6
O=[N+]([O-])c1ccc(-n2nnnc2-c2ccccc2)c([N+](=O)[O-])c1 | -0.7 | -1.5 | -1.6 | -1 | 6 | 1 | -9 | -1.8 | -1.4 | 7 | -6.7
COc1ccc(C(=O)c2[nH]c(N)c(C(=O)NCCc3c[nH]c4ccccc34)c2-c2ccccc2C(F)(F)F)cc1 | -1.1 | 1.8 | -0.5 | -12 | -15 | -42 | -8 | . | -2.4 | 2 | .
Cc1ccc(Cl)c(OCCCCN(C)Cc2ccccc2)c1 | -1.1 | 2.1 | -1.0 | -8 | -6 | 1 | -1 | 0.3 | -0.6 | 7 | -1.9
CCOc1cc(/C=C(/NC(C)=O)C(=O)O)cc(Cl)c1OCc1ccc(Br)cc1 | -0.2 | -2.3 | -1.0 | 0 | 4 | -31 | 0 | 3.7 | -0.4 | 6 | 3.1
C#CCNC(=O)C1=C[C@@H](C2CC2)[C@H](CCCO)[C@@H](OCC)O1 | -0.1 | -0.5 | -1.4 | -1 | -4 | 6 | 1 | 0.2 | -0.3 | 5 | 0.7
Cn1c2cc(C#N)sc2c2cnn(Cc3ccc(F)cc3)c(=O)c21 | 0.0 | -2.9 | -1.3 | -1 | 1 | -22 | -4 | 0.2 | -1.7 | -7 | -1.4
CN1C2CCC1CC(OC(c1ccccc1)c1ccccc1)C2 (configuration not stated) | -0.1 | -0.3 | -1.5 | -41 | -18 | 3 | 0 | 2.1 | -0.6 | -2 | -1.8
C[C@@H]1CN([C@H](C)CO)C(=O)c2cc(Br)cnc2O[C@@H]1CN(C)Cc1cncnc1 | -1.3 | 0.9 | -1.7 | -2 | -1 | 5 | -4 | 0.0 | -0.4 | -10 | 1.3
COC(=O)c1cc(OC)c(OC)cc1NC(=O)CSc1nnc(-c2cccnc2)n1C | 0.1 | 0.4 | -1.2 | 1 | 5 | 3 | -2 | 0.3 | -0.7 | -11 | -0.5
O=c1c2ccccc2nnn1CCc1ccccc1 | 10.0* | 16* | 0.3 | -3 | -2 | -3 | 10* | 4.0 | 7.1* | -5 | 0.6
CCOC(=O)C1CSCCS(=O)(=O)N1Cc1ccc(F)cc1F (configuration not stated) | 0.3 | -1.7 | -1.0 | 0 | 1 | 10 | -4 | . | -1.5 | -10 | .
O=C(CCCC(=O)NCC1CCCO1)NCC1CCCO1 (configuration not stated) | 0.0 | 0.8 | -1.2 | 2 | 5 | 3 | -1 | -1.1 | -1.6 | -6 | 1.1
O=C(c1cc(COc2ccc(F)c(F)c2)on1)N1CCOCC1 | 0.6 | 0.9 | 0.3 | 4 | 0 | 2 | 4 | 1.5 | 1.4 | -1 | 3.8
CC1CN(C(=O)c2cc(COc3c(F)cccc3F)on2)CCN1C (configuration not stated) | -0.2 | -2.2 | -1.2 | -2 | -1 | -4 | 0 | -0.3 | -2.2 | -1 | 2.7

Next structures
The line under a structure holds: DAX1 inh-1, hgDAF12 agonist, ssDAF12 agonist, NPR1 activator, NPR2 activator, sPLA2-III inh, SMARCA2 activ, DAX1 inh-2, hcDAF12 agonist, ADAM10 inh, FXN GAA850 act
- CCN(c1ccc(F)cc1)S(=O)(=O)c1cccc2nsnc12
  -0.3, 0.9, -1.2, -5, 3, 5, 1, 0.0, -0.8, 4, 0.1
- O=C(NNC1=Nc2ccccc2SC1)c1ccc(Cl)cc1
  -0.5, 0.9, -1.8, -1, 6, 12, 0, 1.1, -2.2, 17, -2.5
- Cc1c(C(=O)N(C)Cc2cccc(F)c2)oc2c(Cl)cccc12
  0.0, -0.5, -1.4, -4, 4, 1, 1, 0.7, -2.2, 18, -1.0
- COc1ccc(NS(=O)(=O)c2cccc3nsnc23)cc1Cl
  -0.1, 0.9, -0.9, -1, -6, -8, 0, 0.2, -1.5, 7, 0.2
- COc1ccc(C2Nc3ccccc3C(=O)N2Cc2ccccc2)cc1CSc1ccccn1 (configuration not stated)
  0.3, -0.1, -1.2, -11, -6, -7, -2, -0.7, 0.8, -105, 2.5
- CCOc1ccc(NC(=O)c2cccc(NC(=O)c3ccccc3)c2)cc1
  0.5, 0.9, -1.4, 1, -1, 2, -1, -2.6, -0.7, 4, -0.2
- CC(=O)c1c(C)[nH]c(C(=O)OCc2nnc(-c3ccc([N+](=O)[O-])cc3)o2)c1C
  -2.2, 4.7, -1.2, 1, 3, 4, 0, -1.1, 0.4, -10, 0.6
- CCC(=O)N1CCCc2cc(S(=O)(=O)N3CCN(c4ncccn4)CC3)ccc21
  -0.2, 3.1, -0.7, 3, 1, 1, -1, 0.1, 0.6, -8, -0.2
- COc1cccc(CN2CCCCC2C(=O)O)c1 (configuration not stated)
  -0.7, 4.7, -0.7, 1, 1, 3, 1, -0.3, -1.5, -5, 2.8
- C[C@@H]1CC2=C(C(=O)OC(C)(C)O2)[C@@H](C2CC2)O1
  0.2, 0.3, -1.1, 2, 1, 8, -2, ., -0.8, -3, .
- Cc1ccc(NC(=O)CCn2nnc3ccccc32)c(C)c1
  0.6, 2.9, -0.1, -3, 1, -1, -3, 0.4, -0.7, 2, 4.0
- O=C(CC1CCCC1)Nc1ccc(Cl)c(S(=O)(=O)N2CCOCC2)c1
  -2.7, -3.1, -1.9, 1, -5, -3, -7, -1.9, -1.4, -11, 0.4
- Cc1ccc(C)c2[nH]c(=O)c(CCNS(=O)(=O)c3ccccc3)cc12
  0.4, -0.7, -1.4, -5, -2, -4, 0, -0.8, -0.5, -40, 1.6
- CCOc1ccc(CCNC(=O)c2ccc(CS(=O)Cc3ccc(Cl)cc3)o2)cc1OCC (configuration not stated)
  -0.3, -6.1, -1.6, -3, -3, 2, -3, -0.3, -2.0, -5, -0.2
- Nc1ncnc(Nc2ccc(S(N)(=O)=O)cc2)n1
  -0.4, 6.9, -1.1, 1, 3, -4, -3, -0.2, -1.4, -5, 1.6
- CN1CCN(c2ccccc2NC(=O)c2ccc(-c3cccc(Cl)c3)o2)CC1
  -2.0, 1.3, -0.5, -7, -9, -8, 2, -0.1, 2.7, 3, 1.6
- N#C/C(=C\c1c(N2CCCCCC2)nc2ccccn2c1=O)C(=O)NC1CCS(=O)(=O)C1 (configuration not stated)
  0.5, 1.9, -1.3, 0, -2, 12, -3, 2.1, 1.6, -33, -1.8
- CCOC(=O)c1ccc(NC(=O)CSc2nnc(CNC(=O)c3ccco3)o2)cc1
  -0.2, 2.0, -1.1, -1, 1, 2, -2, 0.0, -0.2, -3, 1.4
- O=S(=O)(Nc1ccc(S(=O)(=O)Nc2ncccn2)cc1)c1ccccc1
  0.1, 3.3, -1.0, -1, 3, 2, -1, -0.4, 0.6, -6, 0.2
- Cc1ccccc1C(=O)c1cccn1CC(=O)NCCCN1CC(C)CC(C)C1 (configuration not stated)
  0.3, 1.5, -0.8, -9, -8, 0, 0, 0.3, 2.1, -7, -1.3
- Nn1c(SCC(=O)Nc2ccccc2-c2ccccc2)nnc1-c1cc(-c2ccc(Cl)cc2)n[nH]1
  -1.2, -1.3, -1.3, 5, -1, -9, -7, ., -3.4, -3, .
- COc1ccccc1NC(=O)Nc1nc(CC(=O)Nc2ccc(OC)c(OC)c2)cs1
  -2.8, -0.7, -1.2, -4, 5, 1, -3, -2.2, -1.5, 2, -2.0
- O=C(Nc1nc(-c2ccccc2)c(C(=O)c2ccccc2)s1)c1ccc(S(=O)(=O)N2CCCC2)cc1
  -0.9, -2.6, -0.4, 0, 5, 10, -2, 0.4, -1.2, -7, -3.1
- O=C(CSc1ccncc1)Nc1ccc2ccccc2c1
  -0.5, -3.2, -1.7, -4, -1, -7, 3, -0.7, -0.5, 8, 0.6

Quoted from the listing, 5 compounds:
The line under a structure holds: DAX1 inh-1, hgDAF12 agonist, ssDAF12 agonist, NPR1 activator, NPR2 activator, sPLA2-III inh, SMARCA2 activ, DAX1 inh-2, hcDAF12 agonist, ADAM10 inh, FXN GAA850 act
- N#C/C(=C\c1c(N2CCCCCC2)nc2ccccn2c1=O)C(=O)NC1CCS(=O)(=O)C1 (configuration not stated)
  0.5, 1.9, -1.3, 0, -2, 12, -3, 2.1, 1.6, -33, -1.8
- CCOC(=O)c1ccc(NC(=O)CSc2nnc(CNC(=O)c3ccco3)o2)cc1
  -0.2, 2.0, -1.1, -1, 1, 2, -2, 0.0, -0.2, -3, 1.4
- O=S(=O)(Nc1ccc(S(=O)(=O)Nc2ncccn2)cc1)c1ccccc1
  0.1, 3.3, -1.0, -1, 3, 2, -1, -0.4, 0.6, -6, 0.2
- Cc1ccccc1C(=O)c1cccn1CC(=O)NCCCN1CC(C)CC(C)C1 (configuration not stated)
  0.3, 1.5, -0.8, -9, -8, 0, 0, 0.3, 2.1, -7, -1.3
- Nn1c(SCC(=O)Nc2ccccc2-c2ccccc2)nnc1-c1cc(-c2ccc(Cl)cc2)n[nH]1
  -1.2, -1.3, -1.3, 5, -1, -9, -7, ., -3.4, -3, .
